# MsrA inhibitor: bovine MsrA inhibition | purified bovine MsrA, absorbance read-out | inhibition, % at 15.5 µM | 360,000 tested, 0.75% active | AID 651718; in the data active = inhibition above about 4.5%;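 also: 0% = vehicle wells with enzyme and 100% = reference inhibitor wells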
# SUMO1-SIM PPI: modulators of human SUMO1-mediated protein-protein interactions. SUMO1 binding to a labelled peptide, TR-FRET, 1 h. inhibition, % at 20 µM. 360,000 tested, 0.33% active. AID 602429; in the data active = inhibition above about 37%
# Target sequence (P63165 whole entry, looked up): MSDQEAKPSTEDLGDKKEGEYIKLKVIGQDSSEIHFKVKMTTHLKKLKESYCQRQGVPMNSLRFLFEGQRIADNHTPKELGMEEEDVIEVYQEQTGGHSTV
# TbMetRS inhib: Trypanosoma brucei MetRS inhibition | purified T. brucei MetRS, ATP depletion, Kinase-Glo luminescence | inhibition, % at 11.9 µM | 360,000 tested, 0.4% active;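 active = inhibition above a per-plate cutoff of the control wells' mean inhibition plus 3 SD, cut at about 5.5% in these data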;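 also: 0% = DMSO wells median and 100% = median of wells with control inhibitor compound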
#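 technique = Kinase-Glo luminescence, ATP depletion format | system = purified MetRS (methionyl-tRNA synthetase) enzyme from Trypanosoma brucei | timing = 15 min preincubation, 2 h reaction, all 25 °C | evaluation = percent inhibition versus plate control medians | dosing = single dose, 11.9 µM final nominal, 0.9% final DMSO | also added = substrates ATP, L-methionine and bulk Escherichia coli tRNA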
# Rpn11 inh: blocks the human proteasome subunit Rpn11; human 26S proteasome, Ub4-pepOG fluorescence polarization; 20S core pre-blocked with epoxomicin; 360,000 tested, 0.59% active; calls only at 20 µM; O00487;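 active = inhibition at 20 µM, scaled to each plate's controls, above about 33%, limit read from the data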
# CSN inh: CSN deneddylation inhibition | Q92905 | Purified CSN, SCF-Nedd8-OG deneddylation, fluorescence polarization | inhibition, % at 12.5 µM | 360,000 tested, 0.38% active;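 active = pattern-corrected inhibition above about 35%, with an unprinted fluorescence ratio check between 0.5 and 1.5, limit read from the data, passing the limit was not always enough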;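 also: 0% = enzyme with substrate and 100% = substrate without enzyme; some results filed as inactive read as strong as hits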
#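 Material: human Csn5 produced in HEK293T cells; Input: enzyme 0.24 nM; Reagent: SCFSkp2-Nedd8OG substrate at 10 nM final; Dosing: 12.5 µM compound; Incubation: 90 min reaction at room temperature; Detection: fluorescence polarization of the substrate; Evaluation: % inhibition of substrate cleavage by Csn5; Control set: substrate-only high control, full reaction low control.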
# NadD inh: inhibitors of Staphylococcus aureus NadD; purified NadD enzyme, colorimetric absorbance read-out; inhibition, % at 20 µM; 360,000 tested, 0.78% active; in the data active = inhibition above about 26%; also: some compounds past the cut are filed as inactive
# LMPTP block: blocks human LMPTP phosphatase | P24666 | recombinant LMPTP-A, OMFP fluorogenic substrate, fluorescence intensity | inhibition, % at 20 µM | 360,000 tested, 0.22% active;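 active = compounds that cut the enzyme signal by at least half of the control window in the single-dose screen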;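 also: plate controls were DMSO wells with enzyme plus substrate for no effect and substrate without enzyme for full effect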
# Target sequence (P24666 whole entry, looked up): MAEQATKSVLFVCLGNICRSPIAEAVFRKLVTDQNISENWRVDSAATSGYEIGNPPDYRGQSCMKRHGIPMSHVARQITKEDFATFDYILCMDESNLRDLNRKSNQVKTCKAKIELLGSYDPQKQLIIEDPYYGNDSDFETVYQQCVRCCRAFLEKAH
#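 Test system: LMPTP-A phosphatase enzyme; input: 0.625 nM LMPTP-A final; reagent: OMFP substrate, 400 µM final; compound dosing: 20 µM single dose, 3% DMSO; incubation: 50 min dark incubation at room temperature; measured by: endpoint fluorescence intensity from OMFP dephosphorylation; measure: % inhibition relative to no-enzyme and uninhibited control wells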
# DNMT1 inh: blocks human DNA methyltransferase DNMT1. 360,000 tested, 0.83% active. DNMT1 molecular beacon, Hinp1I cleavage, fluorescence. P26358. inhibition (reported as % activation of signal), % at 10 µM. AID 588458; in the data active = inhibition above about 50%
# STEP block: STEP (human) phosphatase inhibition. P54829. recombinant STEP, OMFP fluorogenic substrate, fluorescence. inhibition, % at 20 µM. 360,000 tested, 0.25% active;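 active = inhibition at 20 µM, scaled per plate between control wells, above about 37%, limit read from the data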;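 also: 0% = DMSO with enzyme and substrate and 100% = substrate only without enzyme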
# Target sequence (P54829 whole entry, looked up): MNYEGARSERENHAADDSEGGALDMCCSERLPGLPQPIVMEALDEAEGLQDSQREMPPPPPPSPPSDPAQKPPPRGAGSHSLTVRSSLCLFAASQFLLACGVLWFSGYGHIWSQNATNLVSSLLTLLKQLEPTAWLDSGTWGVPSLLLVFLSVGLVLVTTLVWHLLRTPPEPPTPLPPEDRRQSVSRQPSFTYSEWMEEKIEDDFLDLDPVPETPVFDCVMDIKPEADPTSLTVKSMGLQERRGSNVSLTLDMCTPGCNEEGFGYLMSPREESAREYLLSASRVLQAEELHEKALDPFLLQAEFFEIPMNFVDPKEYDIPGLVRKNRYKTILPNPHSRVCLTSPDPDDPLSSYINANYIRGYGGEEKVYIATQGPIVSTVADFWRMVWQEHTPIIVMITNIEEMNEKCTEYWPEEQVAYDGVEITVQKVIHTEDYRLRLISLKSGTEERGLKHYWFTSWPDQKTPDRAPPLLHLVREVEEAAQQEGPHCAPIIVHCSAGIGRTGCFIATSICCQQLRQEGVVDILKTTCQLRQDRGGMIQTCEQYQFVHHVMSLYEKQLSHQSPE
#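 material = STEP tyrosine phosphatase | reagent = fluorogenic phosphatase substrate OMFP at 25 µM final | doses = single compound dose of 20 µM, 1% DMSO final | schedule = 20 min reaction, room temperature, in the dark | measured by = fluorescence, 480/540 nm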
# Scp1 inh: inhibitors of human Scp-1 phosphatase; Q9GZU7; Recombinant Scp1, phosphopeptide, malachite green phosphate absorbance; inhibition, % at 20 µM; 340,000 tested, 0.88% active;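 active = inhibition above about 50% at 20 µM, limit read from the data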;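 also: plate controls were DMSO wells with enzyme for no effect and wells lacking enzyme for full effect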
# Target sequence (Q9GZU7 76-261 limits assumed): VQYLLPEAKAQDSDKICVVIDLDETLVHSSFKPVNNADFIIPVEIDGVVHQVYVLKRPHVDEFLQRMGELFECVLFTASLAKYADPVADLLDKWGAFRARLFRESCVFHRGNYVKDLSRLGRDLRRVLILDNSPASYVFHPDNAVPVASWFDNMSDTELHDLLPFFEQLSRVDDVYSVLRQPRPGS
#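 Incubation: 45 min enzyme reaction at room temperature / System: truncated SCP-1 phosphatase (76-261aa) / Reagent: Phospho 17-mer peptide substrate / Buffer or medium: Acidic Tris acetate buffer with magnesium and detergent / Signal: absorbance at 630 nm / Doses: one concentration, 20 µM, with 1.0% DMSO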
# * marks the source's active call; other numbers are inactive results; i = inactive; / = no result given.
SMILES,MsrA inhibitor,SUMO1-SIM PPI,TbMetRS inhib,Rpn11 inh,CSN inh,NadD inh,LMPTP block,DNMT1 inh,STEP block,Scp1 inh
O=C(NCCN1C(=O)S/C(=C/c2cccnc2)C1=O)c1cccs1,1.2,-34,-0.1,i,1,9,5.6,-9,-2,1
CCCCCCCSc1nnc(-c2ccccc2N)c(=O)[nH]1,-1.8,-5,0.6,i,16,9,1.5,6,7,1
CC(OC(=O)c1cc2ccccc2o1)C(=O)Nc1ccc(N2CCOCC2)cc1 (configuration not stated),-0.2,4,-0.5,i,-5,-11,-1.2,-2,0,-5
NC(=O)c1snnc1-c1ccccc1,-1.1,4,-0.7,i,-1,-1,-0.5,2,-2,-4
CCOc1ccc(NC(=O)CSc2ccccc2N)cc1,-1.0,2,-0.3,i,6,7,1.2,1,0,-4
O=C(N/N=C/c1ccc(OCC(=O)N2CCOCC2)cc1)c1ccccc1Cl,0.0,-5,0.3,i,-4,0,0.5,-1,1,-7
O=C(Nc1ccccn1)c1nc(-c2ccccc2)n(-c2ccccc2)n1,-1.1,6,-0.3,i,-2,2,1.4,-2,2,-2
N/C(=N\OCc1ccccc1)c1nonc1N,0.6,19,-0.4,i,-1,3,0.2,1,-1,5
CC(Oc1ccc(C#N)cc1)C(=O)N1CC=C(c2ccccc2)CC1 (configuration not stated),-0.8,1,0.1,i,4,-3,0.2,0,4,-10
O=C(Nc1ccccc1C(=O)Nc1cccnc1)c1ccccc1,-0.8,4,-0.4,i,-1,-4,-0.3,7,2,-5
COc1cc(CCC(=O)N2CCN(c3ncccn3)CC2)cc(OC)c1OC,-0.3,5,0.5,i,4,-4,0.7,0,1,-6
Cc1ccc(C)c(COC(=O)CCN=C2NS(=O)(=O)c3ccccc32)c1,1.0,-8,-0.5,i,-2,-3,0.8,0,2,-8
O=C(CN1CCOCC1)N/N=C/c1cccc2ccccc12,2.7,-11,-0.5,i,-3,0,-0.7,1,1,-10
CCN(CC)S(=O)(=O)c1cccc(C(=O)NCCc2ccccc2)c1,0.1,-4,-0.5,i,-3,-7,-1.0,0,0,-2
O=C(c1cc(C2CC2)nn1-c1ccccc1)N1CCN(c2ccccn2)CC1,2.1,-1,-0.6,i,-3,-1,0.8,-1,2,4
Cc1ccc2nc(SCC(=O)c3ccc(Cl)cc3)nc(=O)n2c1,1.4,-4,-0.3,i,2,1,-0.9,-1,0,-2
CC(=O)N1N=C(c2ccc(C)cc2)CC1c1ccco1 (configuration not stated),-0.2,-2,0.0,i,-5,-1,-0.4,-3,-1,1
COc1ccc(C(=O)N2CCN(c3nc4cc(C)ccc4cc3C#N)CC2)c(OC)c1,0.2,-5,-0.2,i,2,7,0.7,-4,0,-8
CCC(C)NC(=O)c1[nH]c(C)c(C(=O)OC)c1C (configuration not stated),-0.6,1,-0.7,i,-15,-2,-0.1,0,-3,0
CCOC(=O)c1ccc(-c2ccc(-c3cc(=O)oc4cc(OC)c(OC)c(OC)c34)cc2)cc1,0.8,2,-0.7,i,-1,1,3.7,-1,4,-4

# Entries of single compounds, quoted from the list. Order of screens: MsrA inhibitor, SUMO1-SIM PPI, TbMetRS inhib, Rpn11 inh, CSN inh, NadD inh, LMPTP block, DNMT1 inh, STEP block, Scp1 inh
# `CC(=O)N1N=C(c2ccc(C)cc2)CC1c1ccco1` (configuration not stated) is entered as -0.2, -2, 0.0, i, -5, -1, -0.4, -3, -1, 1
# `O=C(CN1CCOCC1)N/N=C/c1cccc2ccccc12` is entered as 2.7, -11, -0.5, i, -3, 0, -0.7, 1, 1, -10

# More records follow.
SMILES,MsrA inhibitor,SUMO1-SIM PPI,TbMetRS inhib,Rpn11 inh,CSN inh,NadD inh,LMPTP block,DNMT1 inh,STEP block,Scp1 inh
CCc1ccccc1N1C(=O)C(Cl)=C(N2CCOCC2)C1=O,1.3,-7,-0.7,i,2,-3,0.4,1,-2,-3
C[C@@H]1CN([C@H](C)CO)C(=O)CCCn2cc(nn2)CO[C@H]1CN(C)C(=O)Nc1ccc2c(c1)OCCO2,0.0,5,0.5,i,-4,-5,-1.7,6,-1,/
COC(=O)CNC(=O)c1cc(-c2ccncc2)nc2c(C)c(Cl)ccc12,-0.2,-17,-0.3,i,-10,-4,0.7,5,-3,0
CCOc1ccc(CCNC(=O)C(C)n2nc(C)c3c(C)n(-c4ccccc4)nc3c2=O)cc1 (configuration not stated),0.0,-6,0.1,i,-4,1,-1.1,0,-2,-4
C[C@@H]1CN([C@H](C)CO)C(=O)CCCn2nncc2CO[C@H]1CN(C)S(=O)(=O)c1ccc(Oc2ccccc2)cc1,-0.4,2,-1.1,i,-2,-1,-2.0,-1,2,/
CC(C)N1C(=O)C(=O)N(CC(=O)N2c3ccccc3CC2C)C1=O (configuration not stated),3.1,1,0.0,i,-9,3,0.0,6,3,/
Cc1ccc(C(=O)CSc2nc3ccccc3c(=O)n2-c2ccccc2)s1,0.9,-6,-0.5,i,3,-1,1.5,12,3,-3
O=C1C(C2=C(O)c3ccccc3C2=O)=Nc2ccccc21,0.4,-6,-0.7,i,2,14,0.7,41,27,52*
O=C(NCCCN1CCCC1=O)C(=O)NCC1OCCCN1S(=O)(=O)c1cc(F)ccc1F (configuration not stated),-0.2,-2,-0.2,i,-2,6,-0.2,-4,1,2
Cc1cc(C)cc(OCC(=O)Nc2ccncc2)c1,1.0,2,-0.3,i,0,-8,-2.1,0,1,0
O=C(O)C/C(=C\c1ccc(Cl)cc1)c1nc2ccccc2o1,3.1,-12,0.4,i,-3,-7,-0.3,1,0,-3
COCCN(C(=O)COC(=O)Cc1coc2cc(C)ccc12)c1c(N)n(Cc2ccccc2)c(=O)[nH]c1=O,-1.1,7,-0.3,i,10,1,2.2,25,1,21
Cc1ccc(NC(=O)Nc2ccccc2)nc1,-0.9,-1,0.1,i,-3,0,0.4,2,1,-5
COC(=O)c1ccccc1NC(=O)CSc1nc2ncccc2[nH]1,-0.1,5,0.6,i,-5,-10,-2.5,5,-2,-4
CCN(C(=O)c1ccc2c(=O)n3c(nc2c1)CCCCC3)c1cc(OC)ccc1OC,-0.4,5,-0.2,i,1,6,-1.5,1,-1,-4
CCOC(=O)c1c(NC(=O)C2c3ccccc3Oc3ccccc32)sc(C(C)=O)c1C,-0.3,-1,0.1,i,0,2,3.3,-1,2,-9
COc1cccc2cc(-c3csc(NC(=O)CCC(=O)NCCCN4CCC(C)CC4)n3)c(=O)oc12,2.9,-28,-1.2,i,-2,-9,0.6,3,3,-13
O=C(Cc1ccccc1)c1c[nH]c(C(=O)NC2CCCC2)c1,0.3,-2,-0.3,i,2,-9,-0.3,6,1,-5
Nc1nc(SCC(=O)N2CCOCC2)n[nH]1,0.2,-1,-0.1,i,-17,1,-0.3,2,0,-5
COc1ccc(C2CC(=O)N3CN(c4ccc(C)c(Cl)c4)CSC3=C2C#N)cc1OC (configuration not stated),2.3,-5,1.4,i,6,10,0.9,-10,2,-1
Cc1c(Br)c([N+](=O)[O-])nn1CCCC(=O)NC(C)c1ccccc1 (configuration not stated),-1.4,-20,0.2,i,3,-5,-2.1,26,0,-3
COc1ccc(/C=C/C(=O)N2CCCc3ccccc32)cc1,1.2,-7,0.2,i,-5,-8,1.6,-5,1,-4
O=C(Nc1nnc([C@@H]2C[C@H](O)[C@@H](CO)O2)s1)c1ccc(Oc2ccccc2)cc1,-0.2,4,-0.1,i,2,-5,-0.9,6,-1,/
CCCC(=O)Nc1c2c(nn1-c1ccc(OC)cc1)CS(=O)C2 (configuration not stated),-0.5,0,-0.9,i,0,1,-1.3,1,0,26
CC1(C)CC(NC(=O)C2CCN(S(=O)(=O)c3ccc(F)cc3)CC2)CC(C)(C)N1,2.0,-1,-0.6,i,0,-18,-3.8,4,-3,1
CC(C)(C)Cc1c(C2CCCCC2)nc2ccc(Cl)cn12,1.6,2,-0.2,i,0,2,1.5,4,4,/
Cc1ccc2cc(CN(C)S(C)(=O)=O)c(=O)[nH]c2c1,2.4,-1,-0.8,i,-7,2,-1.1,1,3,1
S=C(Nc1ccccc1)N1CCCCC1,0.1,4,-1.4,i,3,5,-0.6,2,2,5
Cn1ccnc1SCC(=O)NC1(C#N)CCCCC1,0.2,9,-0.4,i,-2,-1,-0.9,3,2,-8
CCCC(=O)N(c1ccc(C(=O)O)cc1)c1nc(-c2ccccc2)c(C)s1,-1.2,1,-0.7,i,-1,-3,-0.4,7,-2,3

# Gathered by group, the entries above containing two or more sulfur atoms
SMILES,MsrA inhibitor,SUMO1-SIM PPI,TbMetRS inhib,Rpn11 inh,CSN inh,NadD inh,LMPTP block,DNMT1 inh,STEP block,Scp1 inh
O=C(NCCN1C(=O)S/C(=C/c2cccnc2)C1=O)c1cccs1,1.2,-34,-0.1,i,1,9,5.6,-9,-2,1
Cc1ccc(C(=O)CSc2nc3ccccc3c(=O)n2-c2ccccc2)s1,0.9,-6,-0.5,i,3,-1,1.5,12,3,-3

# The list continues:
SMILES,MsrA inhibitor,SUMO1-SIM PPI,TbMetRS inhib,Rpn11 inh,CSN inh,NadD inh,LMPTP block,DNMT1 inh,STEP block,Scp1 inh
CCCCCc1c(C)nc(N2CCN(Cc3ccc4c(c3)OCO4)CC2)[nH]c1=O,0.5,-1,-0.6,i,-3,-13,-0.4,2,1,-1
CCc1nn(CC(=O)NC2CCN(Cc3ccccc3)CC2)c(=O)c2cc3cc(F)ccc3n12,-1.3,-15,-0.6,i,4,-4,-0.4,30,-2,-5
CC(c1ccon1)N(C)C(=O)c1ccc(OC2CCN(C(=O)C3CC3)CC2)cc1 (configuration not stated),-0.5,-2,-1.1,i,2,-1,-0.5,1,0,1
O=C(O)COc1ccccc1/C=N/NC(=O)c1cc(-c2ccccc2)nc2ccccc12,3.7,2,0.2,i,0,3,-0.9,2,-2,-4
O=C1C=CC(=O)C(CNc2ccc(C(=O)OCc3ccccc3)cc2)=C1,0.1,-3,-0.1,i,-1,13,4.0,-62,2,29
CCN(CC)Cc1c(C(=O)N/N=C/c2c(Cl)cccc2Cl)nnn1-c1nonc1N,-0.3,-1,0.4,i,1,2,-0.7,-2,0,-6
CCc1nnc(NC(=O)CCC2CCCCC2)s1,-0.6,-3,-0.5,i,2,-5,-1.0,1,4,-5
NC(=O)c1oc2ccccc2c1NC(=O)C1CC(=O)N(c2ccccc2)C1 (configuration not stated),/,-5,-0.2,i,-2,2,-0.1,-2,3,-5
CCCCOCCOC(=O)C1OC1(C)c1ccccc1 (configuration not stated),-0.5,-2,0.1,i,-1,-1,-0.5,0,0,/

# Single values from above:
# O=C1C=CC(=O)C(CNc2ccc(C(=O)OCc3ccccc3)cc2)=C1 in Scp1 inh → 29
# CCN(CC)Cc1c(C(=O)N/N=C/c2c(Cl)cccc2Cl)nnn1-c1nonc1N in TbMetRS inhib → 0.4
